# Bioassay records: PubChem BioAssay, several laboratories
# PRMT1 inh = PRMT1 (human) inhibition, primary screen. Q99873. recombinant PRMT1, activity-based probe fluorescence polarization. inhibition, % at 2.79 µM. actives 1.3% (n = 370,000);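 active means inhibition above about 21% made by adding two undisclosed values, limit read from the data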
# rCAG RNA binder = binds r(CAG) RNA repeats | actives 1.3% (n = 370,000) | r(CAG) RNA repeat, TO-PRO-1 dye displacement fluorescence | AID 651821 | inhibition, % at 3 µM;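 active means inhibition above the plate cutoff, the mean of all test compounds on that plate plus 3 SD, cut at about 35% in these data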;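 further: 0% = DMSO alone and 100% = 100 µM mitoxantrone as full dye displacement; higher means more dye released from RNA so lower well fluorescence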
# NR1D1 modulator = modulators of human Rev-erb alpha DNA binding. Rev-erbα–FITC-DNA binding, fluorescence polarization, 90 min. actives 0.79% (n = 370,000). P20393. AID 1259318. activity, % at 10 µM;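 active means activity above about 14%, limit read from the data; passing the limit was not always enough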;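 further: 0% = DMSO wells with 35 nM protein and 100% = DMSO wells with 750 nM protein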
# Target sequence (P20393 whole entry, looked up): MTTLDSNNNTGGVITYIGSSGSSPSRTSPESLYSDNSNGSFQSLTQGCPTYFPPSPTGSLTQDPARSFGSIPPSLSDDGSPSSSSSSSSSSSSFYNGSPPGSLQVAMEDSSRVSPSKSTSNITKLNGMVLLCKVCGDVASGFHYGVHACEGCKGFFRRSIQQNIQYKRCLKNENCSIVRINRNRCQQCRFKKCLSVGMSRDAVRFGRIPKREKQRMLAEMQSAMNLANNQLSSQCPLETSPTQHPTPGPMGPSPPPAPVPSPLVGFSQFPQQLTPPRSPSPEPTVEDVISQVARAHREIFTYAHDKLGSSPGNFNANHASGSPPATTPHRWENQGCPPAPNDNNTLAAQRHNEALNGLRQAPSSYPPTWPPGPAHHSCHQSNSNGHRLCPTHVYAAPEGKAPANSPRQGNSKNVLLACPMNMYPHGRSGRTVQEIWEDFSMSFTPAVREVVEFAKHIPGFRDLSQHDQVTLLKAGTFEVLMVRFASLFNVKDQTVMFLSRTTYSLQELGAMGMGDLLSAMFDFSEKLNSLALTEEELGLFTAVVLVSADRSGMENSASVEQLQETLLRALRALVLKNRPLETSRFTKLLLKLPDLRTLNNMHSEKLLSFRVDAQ
# LEDGF integ inh = blocks HIV-1 LEDGF/p75-dependent DNA integration. inhibition, % at 3.7 µM. actives 0.64% (n = 370,000). TR-FRET IN-LEDGF/p75 DNA integration, Eu/Cy5;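 active means inhibition above the screen-wide mean plus 3 SD, cut at about 13% in these data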;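 further: signal is the Cy5 over europium emission ratio at 671 and 618 nm; 0% = plate median of compound wells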
# SIAE primary = inhibitors of human sialic acid acetylesterase SIAE. Q9HAT2. inhibition, % at 9.66 µM. AID 1053197. actives 0.69% (n = 370,000). SIAE FP-Rh probe binding, fluorescence polarization;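 active means inhibition above a cutoff: mean of compounds within the control limits plus 3 SD of those, cut at about 17% in these data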;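 further: 0% = plate median of compound wells and 100% = probe without SIAE protein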
# ABHD4 inh = ABHD4 (mouse) inhibition, primary FP screen; AID 720543; inhibition, % at 8.92 µM; actives 0.54% (n = 370,000); purified mABHD4, FP-Rh probe fluorescence polarization;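 active means inhibition exceeding the mean over every tested compound plus 3 SD, cut at about 30% in these data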;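 further: 0% = plate median of compound wells and 100% = S159A mutant with DMSO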
#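 assay system = mABHD4 protein | compound dosing = single nominal dose of 8.92 µM, 0.89% DMSO final | read-out basis = percent inhibition of probe binding, normalized to plate controls | schedule = Enzyme–compound pre-incubation 45 min, then probe 60 min, both 25 °C | detection = fluorescence polarization, excitation 525 nm, emission 598 nm, BODIPY TMR filters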
# TCR CD3 inh = inhibitors of human TCR-CD3 interaction; TAMRA-labeled TCR probe fluorescence, biochemical; inhibition, % at 9.4 µM; actives 0.37% (n = 360,000); AID 651800; in the data active means inhibition above about 19%;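 further: recombinant mutant TCR 2C K166C tagged with TAMRA read by polarization; 0% = receptor in buffer alone and 100% = receptor with positive control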
# HTRA1 inhibitor = blocks human HTRA1 serine peptidase | recombinant HTRA1, FP-rhodamine activity-based probe, fluorescence polarization | inhibition, % at 5.96 µM | actives 0.5% (n = 340,000) | AID 504803; in the data active means inhibition above about 36%;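 further: 0% = enzyme with DMSO and 100% = wells lacking enzyme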
# PG9 Ab binder = PG9 antibody binding by small molecule. TR-FRET gp120-PG9 antibody binding. inhibition, % at 6.7 µM. actives 0.43% (n = 360,000). AID 624416; in the data active means inhibition above about 8.5%
# TDP2 inh = blocks human TDP2 phosphodiesterase activity; actives 0.34% (n = 370,000); inhibition, % at 12.8 µM; recombinant TDP2, T5PNP hydrolysis, p-nitrophenol absorbance 415 nm; O95551;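 active means inhibition above the mean of all tested compounds plus 3 SD, set per campaign, cut at about 25% in these data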;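 further: 0% = DMSO with enzyme and 100% = buffer with substrate but no TDP2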
# Target sequence (O95551 whole entry, looked up): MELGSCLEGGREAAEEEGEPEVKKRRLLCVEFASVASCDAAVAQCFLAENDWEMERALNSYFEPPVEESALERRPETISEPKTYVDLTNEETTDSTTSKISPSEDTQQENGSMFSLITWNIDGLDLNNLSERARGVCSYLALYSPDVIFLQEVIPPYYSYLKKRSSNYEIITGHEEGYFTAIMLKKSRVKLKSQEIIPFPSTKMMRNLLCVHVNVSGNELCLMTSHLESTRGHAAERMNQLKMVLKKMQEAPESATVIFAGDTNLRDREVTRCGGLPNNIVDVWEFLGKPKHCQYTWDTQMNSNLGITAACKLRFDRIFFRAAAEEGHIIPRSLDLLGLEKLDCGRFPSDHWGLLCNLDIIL
#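 Assay system: Recombinant human TDP2 | Quantity: 120 nM TDP2 per well | Incubation: 2 h at 37 °C | Signal: Epi absorbance | Evaluation: Percent inhibition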
# Starred values were filed as active, the others as inactive; nt = no result given. These rows are one share of the data; rates above refer to the full screens.
SMILES,PRMT1 inh,rCAG RNA binder,NR1D1 modulator,LEDGF integ inh,SIAE primary,ABHD4 inh,TCR CD3 inh,HTRA1 inhibitor,PG9 Ab binder,TDP2 inh
Cc1ccccc1C(=O)NNC(=O)CCc1ccccc1,0,-4,-1,3,-4,0,11,7,0.2,6
Cc1noc(C)c1S(=O)(=O)N(CC(=O)NCc1ccc(Cl)cc1)c1ccc2c(c1)OCO2,-1,1,-7,2,2,1,7,-6,0.1,4
COCCN1C[C@@H](CO)O[C@@H](n2cnc3c(NC4CCCC4)ncnc32)C1,-2,4,-3,1,-2,-6,-3,nt,-0.6,-4
O=C(c1c(Cl)cccc1Cl)N1CCN(c2ncccn2)CC1,-2,-5,2,2,4,3,6,-2,-1.0,5
CCC(C)c1ccc(NC(=O)N2CCOCC2)cc1 (stereo unspecified),0,-2,0,-1,1,-1,3,4,0.5,-1
Nc1ccc(C(=O)Nc2ccc3cc(S(=O)(=O)O)ccc3c2)cc1,2,6,1,-3,-7,-11,0,-7,-1.8,1
Cc1ccc(C)c(N2CN(CCC3=CCCCC3)CNC2=S)c1,-3,-8,1,1,0,2,3,-6,-1.9,0
CCOC(=O)C1CCN(CC(C)(C)NS(=O)(=O)c2ccc(C)cc2)CC1,-4,-5,6,0,5,3,4,6,-1.5,10

# A run of entries of the results above, for reference:
SMILES,PRMT1 inh,rCAG RNA binder,NR1D1 modulator,LEDGF integ inh,SIAE primary,ABHD4 inh,TCR CD3 inh,HTRA1 inhibitor,PG9 Ab binder,TDP2 inh
Cc1ccccc1C(=O)NNC(=O)CCc1ccccc1,0,-4,-1,3,-4,0,11,7,0.2,6
Cc1noc(C)c1S(=O)(=O)N(CC(=O)NCc1ccc(Cl)cc1)c1ccc2c(c1)OCO2,-1,1,-7,2,2,1,7,-6,0.1,4
COCCN1C[C@@H](CO)O[C@@H](n2cnc3c(NC4CCCC4)ncnc32)C1,-2,4,-3,1,-2,-6,-3,nt,-0.6,-4
O=C(c1c(Cl)cccc1Cl)N1CCN(c2ncccn2)CC1,-2,-5,2,2,4,3,6,-2,-1.0,5
CCC(C)c1ccc(NC(=O)N2CCOCC2)cc1 (stereo unspecified),0,-2,0,-1,1,-1,3,4,0.5,-1
Nc1ccc(C(=O)Nc2ccc3cc(S(=O)(=O)O)ccc3c2)cc1,2,6,1,-3,-7,-11,0,-7,-1.8,1
Cc1ccc(C)c(N2CN(CCC3=CCCCC3)CNC2=S)c1,-3,-8,1,1,0,2,3,-6,-1.9,0
CCOC(=O)C1CCN(CC(C)(C)NS(=O)(=O)c2ccc(C)cc2)CC1,-4,-5,6,0,5,3,4,6,-1.5,10

# Continuation.
SMILES,PRMT1 inh,rCAG RNA binder,NR1D1 modulator,LEDGF integ inh,SIAE primary,ABHD4 inh,TCR CD3 inh,HTRA1 inhibitor,PG9 Ab binder,TDP2 inh
COc1ccc(CCNCc2c(-c3ccccc3)n(C)c3ccccc23)cc1,3,10,7,-4,-2,20,-4,-10,0.4,0
Cc1ccc(SCc2[nH]nc3c2C(c2ccc(C)o2)C(C#N)=C(N)O3)cc1 (stereo unspecified),-1,16,4,4,0,7,0,0,-1.7,7
CN(C)c1cc[n+](CCC(=O)Nc2cccc([N+](=O)[O-])c2N)cc1,0,-3,7,5,5,2,4,6,0.6,1
S=C(NCCN1CCOCC1)NC1CCCC1,-2,0,4,0,1,3,1,0,-3.0,2
COCCNC(=O)c1ccc2c(c1)ncn2-c1cccc(C)c1,-4,2,-1,9,-4,-9,-3,1,-2.5,-15
CC(OC(=O)c1ccc(Cl)c(S(=O)(=O)N2CCOCC2)c1)C(=O)Nc1ccc(S(N)(=O)=O)cc1 (stereo unspecified),5,10,5,-1,1,-1,8,-6,2.5,9
Cc1ccccc1NC(=O)C(=O)Nc1ccccc1C,-2,-2,3,3,1,0,5,11,-0.8,9
Cc1ccccc1-n1c(Cn2c(=O)sc3ccccc32)nnc1SCC(=O)N1CCOCC1,-2,-6,-3,0,11,-1,-1,-1,-0.6,8
Cc1ccc(S(=O)(=O)N2CCOC23CCN(S(=O)(=O)c2c(C)cc(C)cc2C)CC3)cc1,1,0,4,4,-1,-11,2,-19,0.4,8
O=C(CN(C(=O)CNS(=O)(=O)c1ccccc1)c1ccc2c(c1)OCCO2)NC1CCCCC1,-2,-6,5,2,0,3,0,-5,1.3,4
Cc1ccc(OCCN2CCC2(C)C(=O)NCc2ccc(C(F)(F)F)cc2)cc1 (stereo unspecified),0,-1,-5,1,-5,-2,-4,nt,-2.1,-4
CCOC(=O)C1=C(C)N(CCCCCC(=O)O)C(=O)NC1c1ccccc1Cl (stereo unspecified),0,2,0,0,-5,0,-3,9,-3.4,6
COc1cccc(N2CCN(C(=O)c3cccc(N4C(=O)NC5CC4(C)Oc4c(OC)cccc45)c3)CC2)c1 (stereo unspecified),7,-1,-1,1,5,-5,-6,-1,-1.5,-1
CCC1CCCCN1C(=O)CSc1nnc(N)s1 (stereo unspecified),-4,0,5,2,-3,0,9,-1,-1.4,3
Cc1csc(NC(=O)CCCC(=O)O)c1-c1nc2ccccc2s1,9,2,5,-8,-7,-8,-9,-6,-0.3,-19
Cc1cccc(OCCOC(=O)c2c(-c3ccccc3)noc2C)c1,3,1,7,-7,-3,-5,-5,-19,-0.1,-21
CCOC(=O)C(Cc1ccccc1)NC(=O)CCc1c(C)nc2nc(C)nn2c1C (stereo unspecified),-1,-5,-3,0,-3,2,3,3,0.2,1
COc1ccc(NC(=S)NCCc2ccccc2)c(OC)c1,7,-5,0,6,2,-2,-2,0,1.7,-3
C=C(C)C1CC=C(C)/C(=N/NC(=O)COc2ccc(Cl)cc2)C1 (stereo unspecified),-1,4,3,1,7,3,1,4,-2.2,4
COC(=O)c1cc(C#N)c(OC(C)C)nc1C,2,-4,1,1,-3,2,1,-4,-0.5,-5
O=C(OCc1nnc(-c2cccs2)o1)c1cccnc1Cl,3,1,-1,3,9,1,1,14,2.0,11
COc1cc(C(C)=O)ccc1Oc1ncnc2c1cnn2-c1cccc(Cl)c1,-1,-1,6,0,0,-2,-3,9,-0.1,8
CCOc1ccccc1NC(=O)c1cc(S(=O)(=O)NCc2ccco2)ccc1F,3,9,-2,-3,-4,-10,-4,-25,-2.1,26*
COc1cccc(OC)c1OCCN1CCC(C(=O)NC(c2ccccc2)c2ncccc2C)CC1 (stereo unspecified),-1,1,2,4,-2,9,3,nt,0.1,7

# Continuation.
smiles,PRMT1 inh,rCAG RNA binder,NR1D1 modulator,LEDGF integ inh,SIAE primary,ABHD4 inh,TCR CD3 inh,HTRA1 inhibitor,PG9 Ab binder,TDP2 inh
FC(F)Oc1ccc(NC(=S)N2CCN(Cc3ccccc3)CC2)cc1,-4,-3,8,7,-2,-3,3,-1,-1.8,2
CCc1cc2c(=O)n3c(nc2s1)-c1[nH]c2ccc(OC)cc2c1CC3,1,2,-16,0,-4,-2,6,-2,-0.4,2
COc1ccccc1N(CC(O)CN(c1ccccc1)S(C)(=O)=O)S(=O)(=O)c1ccccc1 (stereo unspecified),-1,-4,-4,1,0,1,-2,-2,-3.0,-3
Cc1ccc(C2=NN(C(=O)CNCCO)C(c3cccs3)C2)cc1 (stereo unspecified),3,-5,-2,-3,-7,-3,0,-10,0.7,-4
CC(C)(C)OC(=O)COc1ccc(/C=N/NC(=O)CN2CCCCC2)cc1,-8,-7,-5,6,8,1,-8,9,1.4,1
Fc1ccccc1CN1CCCN(C(=S)Nc2cccc(Cl)c2)C1,3,13,2,-5,-79,-27,-5,-41,-0.2,15
O=[N+]([O-])c1ccc(NCc2ccccc2)nc1,-2,0,5,2,4,5,4,-4,-3.0,-6
C[C@H]1CN([C@@H](C)CO)S(=O)(=O)c2ccc(Br)cc2O[C@H]1CN(C)Cc1ccccc1,3,0,3,-2,0,75*,2,-12,-1.9,-5
Cc1cc(N2CCN(C(=O)Nc3ccccc3C#N)CC2)c2ccccc2n1,0,-3,1,-5,-13,4,7,-6,-1.5,-4
Cn1c(SCC(=O)NC2CCCCC2)nnc1-c1cc2cc(Cl)ccc2o1,0,-5,101*,0,2,-2,8,2,-1.2,9
COc1ccc(C(=O)NC(=S)Nc2ccccc2N2CCCCC2)cc1[N+](=O)[O-],-4,20,2,3,-7,-5,-1,-32,-2.9,7
CCC(C)n1c(SCC(=O)NCc2ccco2)nnc1-c1cccc(S(=O)(=O)N2CCOCC2)c1 (stereo unspecified),3,-1,-8,2,0,3,9,-2,0.1,-2
O=C1CCc2cc(S(=O)(=O)NCCC(=O)NC3CCCCC3)ccc2N1,-5,1,6,-1,10,-2,2,4,-2.0,6
COc1ccc(OC)c(NC(=O)c2nnn(CCc3ccccc3)c2N)c1,-3,4,-4,-2,1,2,0,-2,-0.5,8
CC1CCN(C(=O)CSc2nc(C3CC3)nc3ccccc23)CC1,-1,-4,7,0,-7,-3,-2,-12,0.8,-20
NS(=O)(=O)c1ccc(CCNC(=O)CCCn2c(=O)[nH]c3ccc(Br)cc3c2=O)cc1,0,1,-1,0,0,5,3,5,-0.9,1
COC(=O)c1scc(C)c1NC(=O)C1CCCCC1,-3,-2,-6,-2,5,1,0,2,2.0,8
COc1ccc(NC(=O)CSc2nnc(C3CCCCC3)n2N)c(OC)c1,0,-3,3,-2,7,4,11,-2,-0.4,-1
CC(C)Oc1ccc(CCC(=O)NNC(=O)c2ccccc2C(=O)O)cc1,4,-4,-1,-2,-2,-3,2,-19,-0.9,6
C[C@H]1CN([C@@H](C)CO)C(=O)CCCn2nncc2CO[C@H]1CN(C)S(=O)(=O)c1ccccc1,2,0,-2,-3,4,8,-3,2,0.0,10
CCCC(=O)Nc1ccc2nc(SCC(=O)Nc3ccc(N4CCOCC4)c(Cl)c3)sc2c1,0,14,3,-1,2,-7,-8,-26,0.4,-1
